NS3 helicase inh: blocks Hepatitis C virus NS3 helicase unwinding. inhibition, % at 10.9 µM. AID 1800. 290,000 tested, 0.56% active. NS3 helicase DNA unwinding, Cy5 molecular beacon fluorescence;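 active means inhibition above the mean of all tested compounds plus 3 SD, set per campaign, cut at about 35% in these data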;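 further: 0% = DMSO wells and 100% = thioflavine S control wells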
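Measured by: Cy5 fluorescence, 0 and 60 min reads / Assay system: NS3 helicase fragment of HCV / Control set: low DMSO, high thioflavine S at 110 µM / Times: 1 h reaction at 25 °C, ATP-initiated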
IDE act: activators of human insulin-degrading enzyme in cells | HEK cells, FAbeta-B cleavage, fluorescence polarization; 0% vehicle, 100% cell-free pure enzyme wells | AID 493087 | 340,000 tested, 0.073% active | activation, % at 5.96 µM;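 active means activation above the mean of all tested compounds plus 3 SD, set per screening campaign, cut at about 17% in these data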
UBC9 SUMO inh: inhibitors of human SUMOylation (UBC9); HTRF SUMOylation assay, SAE1/SAE2 + UBC9, in vitro; inhibition, % at 35 µM; 290,000 tested, 0.36% active; AID 2006; in the data active means inhibition above about 50%, passing the limit was not always enough; further: strong numbers were not always called active
IMP-1 inh: inhibitors of Pseudomonas aeruginosa IMP-1 metallo-beta-lactamase | purified IMP-1, nitrocefin hydrolysis, epi-absorbance fluorescence | inhibition, % at 5.6 µM | 290,000 tested, 0.45% active;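 active means inhibition above the mean plus 3 SD of all compounds in the same screening run, cut at about 4.5% in these data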;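 further: 0% = IMP-1 with DMSO and 100% = DMSO wells lacking enzyme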
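Assay system: purified recombinant IMP-1 beta-lactamase. Input: IMP-1 0.2 nM before substrate addition. Buffer or medium: Zinc- and detergent-supplemented HEPES buffer, pH 7.1. Schedule: 25 °C, 15 min preincubation, 25 min reaction. Signal: Epi-absorbance fluorescence, 480 nm excitation, 530 nm emission. Evaluation: percent inhibition from optical density relative to buffer-blank wells.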
IDE inh: inhibits human insulin-degrading enzyme in HEK cells | P14735 | FAbetaB cleavage, fluorescence polarization | inhibition, % at 5.59 µM | 320,000 tested, 0.41% active;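 active means percent inhibition above the average of all tested compounds plus 3 SD, set per screening campaign, cut at about 16% in these data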;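 further: IDE supplied by intact live HEK cells; FP after avidin binding of uncleaved biotin substrate so inhibition keeps polarization high; 0% = DMSO wells and 100% = 60 µM reference IDE inhibitor Ii1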
p-CIP stab down: compounds decreasing mouse p/CIP protein stability | Q05BA5 | F442A p/CIP-EGFP cells, EGFP fluorescence, 16 h | decrease of EGFP signal, % at 10 µM | 290,000 tested, 0.01% active | AID 1984;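 active means EGFP signal decrease of at least 30% at 10 µM or well 3 SD below plate mean, unless failing retest; inactive means the rest, including hits failing retest or dose response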; further: some compounds called inactive have numbers as strong as hits; many of its hits are not listed in these tables
Target sequence (Q05BA5 1-1403): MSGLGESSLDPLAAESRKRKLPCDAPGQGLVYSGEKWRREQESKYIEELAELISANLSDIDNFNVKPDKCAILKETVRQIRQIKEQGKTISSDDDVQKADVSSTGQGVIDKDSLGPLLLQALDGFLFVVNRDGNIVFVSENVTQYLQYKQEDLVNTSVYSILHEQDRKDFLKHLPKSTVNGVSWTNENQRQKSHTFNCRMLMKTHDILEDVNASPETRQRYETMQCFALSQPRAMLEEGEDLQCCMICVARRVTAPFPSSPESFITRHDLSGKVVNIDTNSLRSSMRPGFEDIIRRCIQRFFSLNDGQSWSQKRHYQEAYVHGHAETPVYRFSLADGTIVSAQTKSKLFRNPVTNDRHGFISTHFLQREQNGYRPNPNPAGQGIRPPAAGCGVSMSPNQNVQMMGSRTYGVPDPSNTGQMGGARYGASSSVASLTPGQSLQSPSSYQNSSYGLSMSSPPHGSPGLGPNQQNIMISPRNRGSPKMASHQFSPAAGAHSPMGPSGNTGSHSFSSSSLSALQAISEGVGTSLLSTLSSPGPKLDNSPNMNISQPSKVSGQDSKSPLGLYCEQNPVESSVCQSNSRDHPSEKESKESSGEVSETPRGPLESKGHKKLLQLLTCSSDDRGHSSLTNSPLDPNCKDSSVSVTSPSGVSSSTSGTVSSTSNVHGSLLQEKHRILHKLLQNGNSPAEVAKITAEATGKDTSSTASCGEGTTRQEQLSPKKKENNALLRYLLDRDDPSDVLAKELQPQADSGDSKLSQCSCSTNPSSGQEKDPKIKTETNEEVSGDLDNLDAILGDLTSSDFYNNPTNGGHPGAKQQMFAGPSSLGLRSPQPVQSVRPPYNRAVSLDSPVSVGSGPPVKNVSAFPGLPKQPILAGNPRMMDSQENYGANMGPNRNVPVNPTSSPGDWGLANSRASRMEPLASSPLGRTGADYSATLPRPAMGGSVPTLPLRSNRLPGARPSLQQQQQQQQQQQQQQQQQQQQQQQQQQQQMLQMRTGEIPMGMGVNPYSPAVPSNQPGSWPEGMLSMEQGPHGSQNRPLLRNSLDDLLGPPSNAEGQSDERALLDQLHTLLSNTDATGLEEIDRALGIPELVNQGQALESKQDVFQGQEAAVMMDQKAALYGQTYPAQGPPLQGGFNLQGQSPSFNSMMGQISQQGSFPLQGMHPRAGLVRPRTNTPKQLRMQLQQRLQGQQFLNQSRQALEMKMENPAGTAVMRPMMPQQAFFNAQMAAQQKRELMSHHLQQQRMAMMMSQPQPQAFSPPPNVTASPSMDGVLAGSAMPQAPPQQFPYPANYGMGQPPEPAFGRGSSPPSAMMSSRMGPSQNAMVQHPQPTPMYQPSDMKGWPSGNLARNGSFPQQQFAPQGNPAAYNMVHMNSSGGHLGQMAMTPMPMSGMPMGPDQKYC
GalR3 antag: antagonists of human GalR3 | O60755 | HEK293 GalR3-CNG cAMP membrane potential fluorescence; galR3 body fused to GalR1 C-terminus | inhibition, % at 3 µM | 360,000 tested, 0.44% active;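 active means inhibition above the screen-wide average plus 3 SD, cut at about 13% in these data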;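 further: forskolin and galanin both at EC90 stimulate the cells; cAMP rise reported by CNG channel membrane potential dye signal; 0% = forskolin plus galanin with DMSO and 100% = forskolin alone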
CRFR2-BP antag: antagonists of CRF-binding protein/CRF-R2 receptor complex; HEK293 CRF-R2/CRF-BP, CRF-induced calcium fluorescence; inhibition, % at 11.8 µM; 350,000 tested, 0.59% active;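 active means inhibition of the ligand-induced calcium signal above about 50% at the single tested concentration, limit read from the data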
VIM-2 inh: blocks Pseudomonas aeruginosa VIM-2 metallo-beta-lactamase | purified VIM-2, nitrocefin hydrolysis, epi-absorbance fluorescence | inhibition, % at 5.6 µM | 290,000 tested, 0.89% active;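 active means inhibition above the mean of all tested compounds plus 3 SD, cutoff set per screening run, cut at about 7.5% in these data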;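 further: red hydrolysis product quenches plate fluorescence so inhibitors raise well fluorescence; 0% = enzyme with DMSO and 100% = DMSO without enzyme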
Active calls of the source: *; x = not tested or not shown.

SMILES	NS3 helicase inh	IDE act	UBC9 SUMO inh	IMP-1 inh	IDE inh	p-CIP stab down	GalR3 antag	CRFR2-BP antag	VIM-2 inh
O=C(O)COCC(=O)NCc1csc2ccccc12	-1	5	3	-2.6	4	-1	-4	-4	-5.1
CCC(=O)NCCc1cc2ccc(C)cc2[nH]c1=O	-2	-1	21	-2.2	-7	-7	4	9	-0.9
C=C(c1ccc(OC)cc1)c1ccc(OC)cc1	8	6	4	-3.8	-1	4	-9	25	-5.1
Cc1ccc(N2Cc3ccccc3C2=S)cc1	-5	0	6	-1.9	1	-1	-7	5	-1.4
O=S(=O)(c1ccccc1)c1nc(-c2cccc(Cl)c2)oc1N1CCOCC1	0	4	0	-2.8	11	-5	-2	-2	-2.8
CC1=C(C(=O)N(C)Cc2ccccc2)C2(CCC(C)CC2)OC1=O (stereo not drawn)	-3	2	12	0.2	-4	-13	x	-7	0.8
Cc1ccc(-n2ncc3c2ncn2c(C)nnc32)cc1C	-5	-4	17	-1.8	-2	0	-1	-5	0.0
O=[N+]([O-])c1ccccc1S(=O)(=O)N1CCN(c2ccc(F)cc2)CC1	-3	4	3	2.2	2	8	-9	-17	-0.7
CC(=O)Nc1ccc(S(=O)(=O)N2CCN(C(=O)Cc3ccccc3)CC2)cc1	-6	5	14	-3.2	4	2	-1	-5	-3.9
O=C(c1ccccc1)N1CCN(C(=S)NCc2ccc3c(c2)OCO3)CC1	-7	-1	-7	-0.9	-5	7	-5	14	-1.6
CCOC(=O)[C@H]1[C@H]2COc3ccc(OC)cc3[C@@H]2N2C(=O)CN(Cc3ccc(C)cc3)C(=O)[C@@]12C	x	1	x	x	1	x	-3	-7	x
O=C(N=C1SCC(=O)N1c1ccccc1)c1ccco1	8	-2	22	0.9	4	-11	0	-10	1.0
CN(C)CCNC(=O)/C(=C/c1cccc([N+](=O)[O-])c1)NC(=O)c1ccccc1	9	1	-9	-4.1	-1	6	-3	4	-1.7
C=CCn1c(SCC(=O)Nc2cc(C)on2)nnc1C1COc2ccccc2O1 (stereo not drawn)	7	1	-3	-2.6	3	10	-5	10	-2.4
O=C(O)c1cc(-c2ccccc2)nn1CC1CC(c2cccnc2)=NO1 (stereo not drawn)	x	3	x	x	0	x	-3	-1	x
C=CCc1cccc(/C=N/NC(=O)c2ccccc2OC)c1O	-32	-4	-11	-0.3	-10	3	-5	13	0.2
COc1cccc(NC(=O)NC2(C(=O)N3CCC(O)CC3)CCCCC2)c1	-21	5	-4	-3.6	5	-2	-9	-3	-2.2
COc1ccccc1NS(=O)(=O)c1ccc(O)c(C(=O)OCC(=O)N2CCc3ccccc32)c1	3	0	4	-1.3	6	2	-5	-9	0.1
Cc1ccc2[nH]c(SCC(=O)N3CCOCC3)nc2c1C	1	4	7	-3.2	1	-10	-1	-6	-1.7
CC(=O)COc1ccc2c(C)c(-c3ccccc3)c(=O)oc2c1	20	7	10	-1.7	0	-5	-4	-4	-0.8
COc1ccccc1NC(=O)C1=C(C)Nc2nc3ccccc3n2C1c1cccs1 (stereo not drawn)	-4	1	-12	-0.2	7	4	-11	-12	-3.2
CCOC(=O)C1Nc2ccc(Br)cc2C2C=CCC12 (stereo not drawn)	39*	5	16	-1.7	-6	-9	-4	-6	-1.0
Cc1ccc(NC(=O)COc2ccc(C3SCCS3)cc2)cc1	1	1	-1	-2.4	10	-8	-6	23	-2.0
COc1ccc(/C=N/NC(=O)C(O)(c2ccccc2)c2ccccc2)cc1OC	-5	8	15	-3.7	0	1	-6	6	-1.4
CCOC(=O)c1sc(NC(=O)C2CC(=O)N(c3ccccc3OC)C2)nc1C (stereo not drawn)	x	5	x	x	4	x	-9	2	x
COc1ccccc1/C=C/C(=O)Nc1cccnc1Cl	2	-1	-12	-0.8	-2	-1	-9	17	0.4
C=CCc1c(C)nc(SCCC)[nH]c1=O	-2	4	20	-2.6	-1	1	-3	-9	-1.8
CCc1ccc(-c2cc(C)no2)cc1S(=O)(=O)N1CCC(C)CC1	-3	6	-13	-2.2	-1	2	-2	-5	-1.0
CCC1CCCCN1CCCNC(=O)CNC(=O)c1nn(-c2ccc(OC)cc2)c(=O)c2ccccc12 (stereo not drawn)	-36	-1	4	-3.6	1	-19	-5	-9	-2.6
Cc1nc(SCC(=O)NCc2ccccc2)c2c(=O)n(C)c(=O)n(C)c2n1	-9	-3	17	-1.6	0	9	x	14	-0.1
COCC1CCCN(C(=O)c2ccc3nc(Cc4cccc(Cl)c4)oc3c2)C1 (stereo not drawn)	-20	1	2	-2.5	4	-1	-4	-13	0.3
CC(C)(C)CN1CCNC(=O)C1CC(=O)NCCc1ccccc1C(F)(F)F (stereo not drawn)	-4	4	-3	-1.0	10	1	-4	9	0.3
Clc1cccc(OCCN2CCCC2)c1	0	0	14	-2.2	-2	-4	-7	1	0.9
CC(=O)c1cccc(N(CC(=O)NC2CCCC2)C(=O)c2csnn2)c1	-4	-1	-1	-4.0	3	-7	-7	4	-0.2
CC(C)c1ccc(C2NC(=S)NC3=C2C(=O)CCC3)cc1 (stereo not drawn)	-7	2	1	-1.8	2	5	-1	4	-3.5
COC(=O)C1N[C@@H]([C@@H](NC(=O)COc2ccccc2)C(=O)NCc2ccsc2)SC1(C)C (stereo partly drawn)	x	6	x	x	1	x	-4	-5	x
CCOC(=O)/C(C#N)=N/Nc1c(S(=O)(=O)Cc2ccco2)csc1C(=O)OC	2	1	25	-0.7	4	-1	-2	-2	-1.6
CCC(=O)N1CCc2cc(S(=O)(=O)NCCC(=O)N3CCc4ccccc4C3)ccc21	-4	3	9	-0.2	-3	-27	-5	-6	1.6
CCOC(=O)C1=C(c2ccccc2)NC(SCC)=C(C#N)C1c1cccnc1 (stereo not drawn)	-13	4	-11	0.7	0	0	1	-23	0.4
COc1ccc(CCNC(=O)C2CCCN(S(=O)(=O)c3ccc(OC)cc3)C2)cc1 (stereo not drawn)	-6	0	-17	1.4	-8	7	-11	-4	0.0
O=C(c1cccc([N+](=O)[O-])c1)c1ccccn1	7	1	7	0.1	5	8	0	19	0.2
O=C(/C=C/c1ccccc1Cl)OCC(=O)c1ccc[nH]1	x	0	x	x	4	x	-5	-7	x
CC(=O)c1ccc(NC(=O)C(C)Sc2ccccn2)cc1 (stereo not drawn)	-3	2	12	-2.2	0	-1	0	-4	-1.6
O=C(Nc1ccc(Cl)cc1)C1CCN(C(=O)c2cccs2)CC1	-11	-2	3	-3.3	-3	-9	-4	-1	-1.7
COc1ccc(CCC(=O)Nc2ncc(C)s2)cc1OC	-3	1	13	-3.2	-3	2	-10	-31	-1.9
O=C(COC(=O)c1ccccn1)NCc1ccc(Cl)cc1Cl	x	2	x	x	-5	x	-4	12	x
COc1ccc(NC(=O)NC(=O)c2ccccc2)cc1	-6	7	5	0.7	0	-12	-3	6	-1.4
Cc1ccc(F)cc1CNC(=O)c1cc(COc2ccc3ncccc3c2)on1	0	x	-10	-0.5	4	-11	-10	-33	-2.0
O=C(N/N=C/c1ccoc1)c1ccc([N+](=O)[O-])cc1	5	5	9	-2.2	x	-8	-2	6	-1.7
O=C(c1cc2ncc(Br)cn2n1)N1CCCCC1	1	-3	12	-2.2	-1	8	8	-13	-4.0

Exported with the structure last: part of the list above
NS3 helicase inh	IDE act	UBC9 SUMO inh	IMP-1 inh	IDE inh	p-CIP stab down	GalR3 antag	CRFR2-BP antag	VIM-2 inh	SMILES
-4	4	-3	-1.0	10	1	-4	9	0.3	CC(C)(C)CN1CCNC(=O)C1CC(=O)NCCc1ccccc1C(F)(F)F (stereo not drawn)
0	0	14	-2.2	-2	-4	-7	1	0.9	Clc1cccc(OCCN2CCCC2)c1

Continued:
SMILES	NS3 helicase inh	IDE act	UBC9 SUMO inh	IMP-1 inh	IDE inh	p-CIP stab down	GalR3 antag	CRFR2-BP antag	VIM-2 inh
COc1ccc(C(=O)C(C)OC(=O)CN2C(=O)c3ccccc3C2=O)cc1 (stereo not drawn)	x	4	x	x	-2	x	-7	-3	x
COc1ccc(/C=C/C(=O)OCc2nc3ccccc3c(=O)[nH]2)c(OC)c1	-5	2	12	-2.5	1	-3	-1	-10	-2.5
CCN(CC)C(=O)CN1CCN(c2ncccn2)CC1	-7	3	8	-1.8	8	15	-9	7	0.6
O=c1cc(-c2ccccc2)oc2ccc(Br)cc12	x	-8	x	x	10	x	-10	-8	x
CCOC(=O)C1=NN(C(=O)c2ccco2)C2(CC2)C1	-4	-2	1	-2.3	-6	3	-2	26	-1.0
O=C(OC1Cn2c(=O)ccc(=O)n2C1)c1ccccc1	-9	3	-16	-0.7	-3	-32	1	-7	-4.7
Cc1c(C(=O)Nc2ccc(N3CCOCC3)cc2)oc2ccccc12	-6	2	-16	-3.4	0	14	-6	6	-3.7
CCOC(=O)c1oc2cc(O)cc(O)c2c(=O)c1OCc1ccccc1	x	4	x	x	1	x	-4	-2	x
CCNC(=S)N/N=C1\C(=O)c2cccc3cccc1c23	0	5	-25	-6.0	-2	6	-1	12	-2.0
COc1ccc(NC(=O)/C(C#N)=C\c2ccc(N3CCOCC3)o2)cc1	2	-173	-18	-0.9	126*	-496	-5	-279	0.2

A draw from above in order of number of heavy atoms, high to low.
SMILES	NS3 helicase inh	IDE act	UBC9 SUMO inh	IMP-1 inh	IDE inh	p-CIP stab down	GalR3 antag	CRFR2-BP antag	VIM-2 inh
COc1ccc(C(=O)C(C)OC(=O)CN2C(=O)c3ccccc3C2=O)cc1 (stereo not drawn)	x	4	x	x	-2	x	-7	-3	x
O=C(OC1Cn2c(=O)ccc(=O)n2C1)c1ccccc1	-9	3	-16	-0.7	-3	-32	1	-7	-4.7
CCOC(=O)C1=NN(C(=O)c2ccco2)C2(CC2)C1	-4	-2	1	-2.3	-6	3	-2	26	-1.0

Later entries
SMILES	NS3 helicase inh	IDE act	UBC9 SUMO inh	IMP-1 inh	IDE inh	p-CIP stab down	GalR3 antag	CRFR2-BP antag	VIM-2 inh
COc1ccccc1NC(=O)c1cc(S(=O)(=O)NCc2ccccc2)ccc1F	-18	3	-2	-0.9	3	15	-8	10	-4.5
C=CCN1CCN(c2ccncc2S(=O)(=O)N2CCOCC2)CC1	7	4	2	-1.8	-2	6	3	-27	-0.7
Cc1nn(-c2ccc(F)cc2)c2nc(N)c(C#N)c(-c3ccc(O)c(O)c3)c12	-9	0	-6	-1.7	x	-7	-6	-19	5.7
CC(=O)Nc1sc(N/N=C\c2ccccc2Cl)nc1-c1cccs1	2	-7	-7	-4.1	0	5	1	-17	-3.5
Cc1ccc(NC(=O)c2cc(-c3ccc(C)o3)nc3ccccc23)cc1	1	-3	20	-3.1	2	-4	-1	19	-0.7
CC(=C/C(=O)O)/C=C/c1ccc(Cl)o1	13	-5	12	2.0	1	-8	0	-25	1.7
Cc1cc(C(=O)Nc2nnc(C(F)(F)F)s2)no1	-3	1	4	-5.2	-3	-6	-8	13	2.0
COc1cc(NC(=O)c2ccco2)c(OC)cc1NC(=O)CCC(=O)Nc1cccc(C)c1C	-4	-2	7	-3.5	5	3	-5	-3	-0.6
COc1ccc(N(C)S(=O)(=O)c2cccc(C(=O)NC3=NCCS3)c2)cc1	-9	3	-7	-1.7	-3	-11	-4	-10	-3.6
